From PubChem
SR-BI HDL uptake: inhibitors of mouse SR-BI mediated HDL lipid uptake; Q61009; ldlA[mSR-BI] CHO cells, DiI-HDL uptake fluorescence, 3 h; inhibition, % at 12.5 µM; actives 0.96% (n = 320,000);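 active means mean replicate inhibition of at least 70% and a set share of replicates each scoring 70 or more; inconclusive means meets just one of the two criteria; inactive means fails both criteria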;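 further: 0% = median of neutral control wells and 100% = median of positive control wells; values of inactives mirror those of a sister screen read the other way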
Target sequence (Q61009 whole entry, looked up): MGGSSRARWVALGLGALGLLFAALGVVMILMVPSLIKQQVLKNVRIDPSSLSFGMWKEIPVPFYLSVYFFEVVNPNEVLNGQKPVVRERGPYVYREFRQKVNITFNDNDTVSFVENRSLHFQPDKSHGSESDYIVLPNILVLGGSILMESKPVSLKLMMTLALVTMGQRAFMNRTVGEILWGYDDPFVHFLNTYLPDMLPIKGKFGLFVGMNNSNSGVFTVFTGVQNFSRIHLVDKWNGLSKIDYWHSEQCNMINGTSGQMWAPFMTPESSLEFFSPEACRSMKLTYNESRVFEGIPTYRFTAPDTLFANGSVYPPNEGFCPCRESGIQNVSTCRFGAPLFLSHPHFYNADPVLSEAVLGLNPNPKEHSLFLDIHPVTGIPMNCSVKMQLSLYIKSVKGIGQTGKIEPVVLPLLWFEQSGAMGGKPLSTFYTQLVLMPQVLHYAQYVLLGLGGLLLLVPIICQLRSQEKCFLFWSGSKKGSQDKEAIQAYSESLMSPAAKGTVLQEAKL
HTR5A inv ag: counter-screen for OPRM1-OPRD1 inverse agonists: human HTR5A inverse agonism | HTR5A cell line, luminescence | inhibition, % at 9.3 µM | actives 0.083% (n = 340,000) | AID 504634; in the data active means inhibition mostly above about 23%, no sharp cut-off; inactive means mostly below about 18%;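 further: 0% = cells with DMSO and 100% = no-cell wells with DMSO; some compounds called inactive have numbers as strong as hits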
PvdQ acylase: P. aeruginosa PvdQ acylase inhibition | purified PvdQ acylase, fluorescence plate reader | inhibition, % at 10 µM | actives 0.063% (n = 340,000) | AID 488965; in the data active means inhibition above about 30%, passing the limit was not always enough; inconclusive means no clear call, values can overlap the other calls;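 further: 0% = vehicle neutral wells and 100% = reference inhibitor wells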
Wnt act: activates Wnt/beta-catenin signaling in a reporter cell assay; activator, plate reader; activation, % at 9.35 µM; actives 1.2% (n = 300,000); AID 743398; in the data active means activation above about 30%, passing the limit was not always enough; inconclusive means no clear call, values can overlap the other calls;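 further: 0% = neutral control wells and 100% = positive control wells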
dFosB activator: activators of mouse delta FosB homodimer. actives 0.99% (n = 340,000). activation, % at 25 µM. P13346. purified delta FosB, TAMRA-CDK5 oligo fluorescence polarization; percent of positive-control signal above neutral wells;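 active means mean activation above about 17%, with every replicate also reaching it, limit read from the data, passing the limit was not always enough; inconclusive means only one of the two conditions met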;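 further: fluorescence polarization rise as delta FosB binds a TAMRA Cdk5 AP-1 oligo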
Target sequence (P13346 whole entry, looked up): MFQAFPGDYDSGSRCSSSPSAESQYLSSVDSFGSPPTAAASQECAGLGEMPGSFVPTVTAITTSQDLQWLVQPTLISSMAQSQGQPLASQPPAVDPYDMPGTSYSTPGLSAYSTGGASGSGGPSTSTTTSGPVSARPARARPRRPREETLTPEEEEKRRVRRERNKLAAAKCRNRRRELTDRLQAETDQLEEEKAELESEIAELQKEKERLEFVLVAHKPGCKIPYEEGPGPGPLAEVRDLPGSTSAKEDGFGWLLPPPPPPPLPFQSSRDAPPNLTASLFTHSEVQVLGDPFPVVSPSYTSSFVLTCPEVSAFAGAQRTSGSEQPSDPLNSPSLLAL
HTR5A ag ctr: HTR5A agonism, opioid heterodimer counter-screen | HTR5A agonist assay, luminescence, cell-based | activation, % at 9.3 µM | actives 0.61% (n = 340,000) | AID 504692; in the data active means activation mostly above about 9.5%, no sharp cut-off; inactive means mostly below about 7.6%;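 further: 0% = cells with vehicle only and 100% = reference agonist; strong numbers were not always called active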
NSD2 HMT inh: NSD2 (human) methyltransferase inhibition. NSD2 peptide methylation, AlphaScreen, 120 min. inhibition, % at 12.5 µM. actives 0.54% (n = 310,000); in the data active means inhibition above about 50%
V-ATPase pHluor: alters yeast V-ATPase proton transport. actives 0.37% (n = 350,000). S. cerevisiae, pHLuorin cytosolic pH fluorescence. response, % at 10 µM. AID 504577; in the data active means response mostly above about 7.3%, no sharp cut-off; inactive means mostly below about 5.4%; further: actives read high; inactives centre near 0; some compounds called inactive have numbers as strong as hits; reference of the scale not given here
MITF TRPM1 HTS: activators of MITF-driven TRPM1 promoter activity in SK-MEL-5 cells. activation, % at 12.5 µM. SK-MEL-5 TRPM1-promoter luciferase, 24 h; % of positive control, neutral wells = 0. actives 0.75% (n = 300,000). AID 588334;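 active means mean activation of at least 80% with every replicate also reaching 80%; inconclusive means mean reaches 80% but some replicate falls short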;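 further: 0% = neutral control wells and 100% = parthenolide positive control wells; values of inactives mirror those of a sister screen read the other way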
CDK5 p35 inh: inhibitors of human CDK5/p35 kinase. Q00535+Q15078. Recombinant CDK5/p35, ADP-Glo luminescence, 60 min. inhibition, % at 10 µM. actives 0.01% (n = 330,000);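 active means highest replicate inhibition of at least 50% and at least 75% of replicates reaching 50%; inconclusive means only one of the two criteria met; inactive means both criteria failed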;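 further: plate controls were DMSO neutral control for no effect and GW8510 at 10 µM for full effect; many of its hits are not listed in these tables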
An asterisk follows results filed as active; ? = inconclusive; nt = not tested or not shown.

Sequence of screens: SR-BI HDL uptake | HTR5A inv ag | PvdQ acylase | Wnt act | dFosB activator | HTR5A ag ctr | NSD2 HMT inh | V-ATPase pHluor | MITF TRPM1 HTS | CDK5 p35 inh
COc1ccccc1C(=O)Nc1ccc(OCC(=O)N2CC(C)CC(C)C2)cc1 (centres undefined)
    43 | -5 | 10 | -2 | -6 | 2 | -2 | 2 | 18 | -0.2
O=S(=O)(Cc1ccc(Cl)cc1)Oc1ccc(Cl)cc1
    -42 | -22 | -6 | -1 | 8 | 6 | -1 | 5 | -2 | -1.3
c1cncc(CSc2ccc(-c3cccs3)nn2)c1
    -12 | -11 | -5 | 14 | -9 | 4 | -1 | 1 | 67 | 0.2
COCCn1c(=NC(=O)c2ccc(S(=O)(=O)N3CCCc4ccccc43)cc2)sc2cc(S(C)(=O)=O)ccc21
    19 | 10 | -14 | -8 | 3 | 3 | -2 | -1 | -4 | 0.2
CC(SC(=S)N(C)Cc1cccs1)C(=O)O (centres undefined)
    -10 | -6 | -5 | nt | 4 | 1 | 1 | 0 | 5 | -1.1
Cc1ccc(-n2c(C)nn(CCOc3ccccc3)c2=O)cc1
    -3 | -5 | 1 | 19 | -3 | 2 | 4 | -1 | 65 | -0.1
O=C(Nc1cccnc1Cl)c1cc(-c2cccc(Cl)c2)on1
    nt | 1 | -18 | 2 | 0 | 0 | -7 | -4 | 1 | -9.9
O=S(=O)(NC(=NCc1ccccc1)c1ccc(F)cc1)c1ccc(Cl)cc1
    3 | -10 | -5 | 3 | -9 | 5 | -3 | -2 | -6 | -2.7
CCOC(=O)Cn1c(=O)c2c(nc3n2CCS3)n(C)c1=O
    -9 | -41 | -10 | -8 | -3 | 1 | -1 | -1 | -5 | 0.4
CCOC(=O)N1CCN(CCC(=O)Nc2ccc(OC(F)(F)F)cc2)CC1
    18 | -47 | -15 | 0 | -4 | 1 | -1 | 0 | 1 | -0.8
O=C(Nc1cccc(-c2nc3cccnc3s2)c1)C1c2ccccc2Oc2ccccc21
    -53 | 4 | -13 | 1 | ? | -1 | nt | -1 | -9 | 1.1
Cc1ccc(C(=O)N2CCN(C(=O)CN3CCOCC3)C2)cc1
    -25 | 8 | -14 | nt | -12 | 4 | 0 | 1 | 0 | -0.1
CN(C)C=NC(=O)c1cc(C(=O)c2ccc(Cl)cc2Cl)c[nH]1
    -12 | nt | -19 | 2 | 4 | nt | -3 | 2 | 14 | -0.2
CC(C)=CCCC1=CCC(/C(C)=N/NC(N)=O)CC1 (centres undefined)
    13 | -9 | 4 | 0 | -9 | 3 | 3 | 14 | 17 | -0.8
CCOc1cc(C)c(Cl)cc1S(=O)(=O)N(C)C
    -21 | -11 | 3 | nt | 0 | 3 | 1 | 8 | 2 | -1.6
CC1CC(C)CN(C(=O)CNC(=O)c2sc3ccccc3c2Cl)C1 (centres undefined)
    25 | -1 | 10 | 12 | -12 | 0 | 0 | -5 | 64 | 1.1
CCOc1cc(NC(=O)c2ccccc2OC)c(OCC)cc1NC(=O)c1ccccc1
    34 | 7 | -14 | -1 | -5 | -2 | nt | -21 | nt | -0.6
CC(C)OP(=O)(c1ccc(N(C)C)cc1)C(O)c1ccncc1 (centres undefined)
    -8 | -1 | -15 | nt | 4 | -2 | -1 | 4 | -2 | 0.3
Cc1cc(C)cc(OCC(=O)OCCN2C(=O)c3ccccc3C2=O)c1
    -7 | -5 | 6 | nt | -4 | 2 | -1 | 6 | -11 | -0.6
O=C(CSc1nnnn1-c1ccccc1)Nc1ncc2c(n1)CC(c1ccco1)CC2=O (centres undefined)
    -32 | -1 | 12 | nt | 1 | -2 | 0 | 5 | -17 | -1.4
COc1ccc(/C=N/NC(=O)c2cc3c(ccc4ccccc43)o2)c(OC)c1
    82* | 10 | -6 | 1 | -3 | 7 | -2 | -1 | -1 | -1.5
Cc1[nH]c2ccccc2c1C(C[N+](=O)[O-])c1ccco1 (centres undefined)
    6 | 7 | -2 | -3 | -4 | -3 | nt | 1 | -13 | 0.4
CCOC(=O)c1c(NC(=S)NC)sc2c1CCCC2
    -2 | -16 | -15 | 3 | 0 | 4 | -4 | 3 | 10 | 2.0
O=c1[nH]c2ccccc2nc1C(F)(F)F
    -16 | -2 | -12 | 1 | 1 | 1 | -3 | 1 | -1 | 2.8
CCCN1C2CCCC1CC(NC(=O)c1ccccc1OCC)C2 (centres undefined)
    -23 | -21 | -15 | ? | -6 | -4 | 4 | -1 | 12 | -1.8
CC1(C)OC(=O)C(=CNC(CCC(N)=O)C(=O)O)C(=O)O1 (centres undefined)
    -6 | 8 | -3 | 0 | 5 | 6 | -6 | 0 | -4 | -1.3
CC(=O)Nc1nonc1-c1nc2ccccc2n1CC1CC1
    20 | 7 | 3 | 1 | -11 | 0 | -5 | -3 | 0 | 0.7
CCC(C)N(C(=O)COC(=O)CNC(=O)c1sc2ccccc2c1Cl)C1CCS(=O)(=O)C1 (centres undefined)
    -20 | 6 | -1 | 2 | -10 | 9 | -2 | -7 | 13 | 0.3
Cc1cccc(C(=O)NCc2nnc(SCC(=O)Nc3nnc(C)s3)n2C)c1
    -12 | -14 | -15 | 0 | -10 | 5 | 90* | 5 | 8 | -6.7
CCOc1ccccc1NC(=O)CCCn1cc([N+](=O)[O-])cn1
    14 | 5 | 0 | -2 | 6 | -2 | -6 | 0 | 5 | 1.7
CCC1(c2ccc(F)cc2)NC(=O)N(CC(=O)Nc2ccccc2C)C1=O (centres undefined)
    -2 | 13 | -11 | -1 | -10 | -5 | 5 | 0 | -17 | -0.2
COc1cccc(NC(=O)CCC2CCN(C(=O)c3cccc(NC(C)=O)c3)CC2)c1
    6 | 5 | -16 | -3 | -2 | -2 | 0 | 4 | -3 | -4.6
O=C(NC1CC1)c1cccc(NC(=O)C2CC2)c1
    11 | 6 | -8 | 0 | -7 | -2 | nt | 2 | 4 | 1.0
COc1ccc(NC(=O)c2cc3nc(-c4ccccc4)cc(C)n3n2)cc1OC
    -11 | 0 | 3 | 0 | -8 | 0 | -1 | 2 | 2 | -0.8
Cc1c(CNCCc2ccccc2)c(C(=O)O)c(C)n1-c1ccccc1
    20 | 11 | -6 | -2 | -5 | -3 | 4 | 0 | 4 | 2.2
Clc1ccc2ccc3cccnc3c2n1
    nt | 6 | -4 | -1 | -17 | -1 | -2 | -1 | 15 | 2.4
N#Cc1ccc(OCC(=O)OCC(=O)Nc2cc(C(F)(F)F)ccc2N2CCOCC2)cc1
    -8 | 9 | -7 | -3 | -15 | -4 | -3 | 1 | -11 | 0.5
CCn1cc(Cl)c(C(=O)Nc2cc(C(=O)OC)cc(C(=O)OC)c2)n1
    39 | -1 | -11 | -1 | -8 | -4 | -1 | -3 | 0 | -0.7
N#C/C(=C\c1ccc(Cl)cc1)c1nc2ncccc2[nH]1
    5 | 1 | 7 | 3 | -8 | 5 | 0 | -3 | 27 | -0.8
CCC(C)OC(=O)c1cc(C)nc2c(Br)cc(Br)cc12 (centres undefined)
    44 | -7 | 5 | nt | -1 | 3 | nt | -4 | -3 | -0.6
CC(=O)N1CCOc2ccc(S(=O)(=O)N3CCC(C(=O)Nc4ccccc4F)CC3)cc21
    -3 | 4 | -12 | -2 | -13 | 5 | 2 | 2 | 2 | 1.2
CCc1nc(SCc2cccnc2)[nH]c(=O)c1C
    10 | -1 | -5 | nt | 1 | -2 | 0 | 1 | -11 | 0.0
COc1ccc(Br)cc1CN1CCN(C(=O)c2ccc(F)cc2)CC1
    42 | 16 | -4 | 0 | -6 | 2 | 0 | -1 | -19 | -0.7
COc1ccc(NC(=O)CN(C)C(=O)CNC(=O)c2cccs2)cc1
    -22 | -1 | 4 | 0 | -3 | -5 | 1 | -1 | 3 | -0.2
O=C(CCC1CCCCC1)Nc1ccccc1O
    -17 | 7 | -4 | 25 | 1 | -3 | -1 | -1 | 95* | -0.9
COc1ccc([C@@H]2[C@@H]3C(=O)N(C(C)(C)C)C(=O)[C@@H]3[C@]3(Cc4ccc(Cl)cc4)C(=O)N(c4cccc(C)c4)C(=O)N23)cc1
    -16 | -3 | 8 | 1 | 0 | -2 | nt | 1 | 1 | 1.3
O=C1Nc2ncccc2OC1CCCl (centres undefined)
    -2 | -22 | 5 | nt | -4 | -1 | -1 | -7 | 11 | -0.4
CC(=O)OC(c1nc2ccccc2c(=O)n1C1CC2(OC1=O)c1ccccc1N1C(=O)C(C)(C)N(O)C12)C(C)C (centres undefined)
    0 | 10 | 8 | 0 | -2 | 4 | nt | -2 | -3 | -0.8
CCOC(=O)N1CCC(C(=O)Nc2ccc(OCC)cc2)CC1
    15 | 3 | -15 | -1 | 0 | -1 | nt | 5 | nt | -0.3
CCc1nnc2sc(-c3ccc(NC(=O)CSc4ccc(Cl)cc4)cc3)nn12
    77* | -11 | -2 | nt | -3 | 5 | 0 | 4 | 4 | -0.6

The listing continues.
Sequence of screens: SR-BI HDL uptake | HTR5A inv ag | PvdQ acylase | Wnt act | dFosB activator | HTR5A ag ctr | NSD2 HMT inh | V-ATPase pHluor | MITF TRPM1 HTS | CDK5 p35 inh
Cc1ccc(S(=O)(=O)N(C)c2cc(S(=O)(=O)Nc3ccncc3)c(C)cc2C)cc1
    -7 | 0 | -28 | 29 | 0 | 0 | 0 | 1 | -3 | 0.9
c1ccc(CN2CCN(c3nc(-c4ccccc4)nc4ccccc34)CC2)cc1
    22 | -12 | -4 | nt | 6 | 1 | nt | -2 | -4 | -0.4
O=C(N=C1SC2CS(=O)(=O)CC2N1c1ccc(Br)cc1F)C1CC1 (centres undefined)
    -21 | -28 | -14 | 0 | 12 | 0 | -3 | 2 | 3 | nt
CC1Cc2ccccc2N1C(=O)c1ccc2snnc2c1 (centres undefined)
    26 | 11 | -2 | -3 | -2 | -5 | 7 | 1 | -5 | -0.3
CCOC(=O)/C(C#N)=C1\CC2CCC1(C)C2(C)C (centres undefined)
    0 | -11 | 5 | -1 | -7 | 4 | -1 | 0 | 17 | -1.7
Cc1ccc(C)c(S(=O)(=O)Nc2ccc(C(=O)N3CCC3)cc2)c1
    3 | -10 | -7 | -4 | -8 | 3 | -2 | 4 | -7 | 1.1
O=C(c1cc2c(ccc3ccccc32)o1)N1CCCCC1
    12 | 3 | -9 | 38* | -12 | -2 | -1 | -3 | 31 | 0.9
CC(=O)Nc1ccc(S(=O)(=O)NNC(=O)COc2cccc(C)c2)cc1
    1 | 13 | 1 | nt | 2 | -5 | 1 | -2 | 10 | -1.5
Cc1cc(C)c(NC(=O)COc2ccc(-n3cnnn3)cc2)c(C)c1
    19 | 0 | -25 | 2 | -9 | -1 | -3 | 4 | 11 | 2.8
COCCOC(=O)C1=C(C)N(c2ccccc2)C(=S)NC1c1ccccc1C(F)(F)F (centres undefined)
    -17 | 6 | -8 | -1 | -5 | -2 | -1 | 5 | -7 | -3.0
O=c1c2cc(NC(=S)N3CCCC3)ccc2nc2n1CCCCC2
    1 | 6 | -8 | -1 | 5 | -2 | 15 | 0 | 6 | -1.7
